Screens from PubChem.
Mcl1-Noxa inh: Mcl-1/Noxa interaction inhibition; Q07820; TR-FRET Mcl-1/Noxa peptide binding, 2 h; inhibition, % at 21.7 µM; 220,000 compounds, 1.5% hits;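 active means compounds that cut the protein-peptide binding signal by more than 50% relative to plate controls in a single-dose test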;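 further: His-tagged Mcl-1 with rhodamine Noxa BH3 peptide and terbium anti-His antibody; 0% = Mcl-1 plus Noxa peptide wells and 100% = peptide-only wells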
Target sequence (Q07820 whole entry, looked up): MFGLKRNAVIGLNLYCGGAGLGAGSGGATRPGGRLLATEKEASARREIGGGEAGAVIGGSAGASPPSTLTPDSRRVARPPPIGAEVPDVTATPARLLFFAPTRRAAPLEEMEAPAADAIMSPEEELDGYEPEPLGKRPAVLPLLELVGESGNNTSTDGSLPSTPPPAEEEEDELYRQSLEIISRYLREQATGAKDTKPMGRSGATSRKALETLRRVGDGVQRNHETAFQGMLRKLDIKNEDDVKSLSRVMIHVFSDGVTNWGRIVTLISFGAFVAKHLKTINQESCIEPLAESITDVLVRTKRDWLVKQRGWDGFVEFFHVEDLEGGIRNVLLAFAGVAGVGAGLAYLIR
RGS8-Gao reg: human RGS8-Galphao interaction regulation; P09471; 220,000 compounds, 0.34% hits; multiplexed bead flow cytometry, RGS8-Galphao binding; actives lie on both sides; response (percent of control binding), % at 10 µM; in the data active means response below about 60% or above about 140%; inactive means in between;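 further: Galphao activated as the GDP aluminium fluoride complex binding bead-coupled RGS8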
Target sequence (P09471 whole entry, looked up): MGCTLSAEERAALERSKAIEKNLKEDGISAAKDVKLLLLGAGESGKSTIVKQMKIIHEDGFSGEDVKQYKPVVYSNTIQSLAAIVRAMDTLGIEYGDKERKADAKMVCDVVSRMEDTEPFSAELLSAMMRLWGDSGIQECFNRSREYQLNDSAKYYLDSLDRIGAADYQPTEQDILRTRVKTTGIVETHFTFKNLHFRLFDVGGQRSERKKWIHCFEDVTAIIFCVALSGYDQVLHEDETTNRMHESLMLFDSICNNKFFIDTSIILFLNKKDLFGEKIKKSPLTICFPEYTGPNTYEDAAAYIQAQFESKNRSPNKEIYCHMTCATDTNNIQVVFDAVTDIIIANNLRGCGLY
Mcl1-Bid inh: Mcl-1/Bid interaction inhibition | inhibition, % at 21.7 µM | Q07820 | TR-FRET Mcl-1/Bid-Dy647 peptide binding, 1536-well | 220,000 compounds, 0.97% hits;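 active means compounds that cut the binding signal by more than half at the single screening dose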;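 further: His-tagged Mcl-1 with europium anti-His antibody binding Bid BH3 peptide; 0% = Mcl-1 plus peptide wells and 100% = peptide-only wells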
Cdc42 wt: changes GTP binding to wildtype human Cdc42; GST-Cdc42 beads, Bodipy-GTP binding, flow cytometry; actives lie on both sides; percent activity (GTP binding), % at 10 µM; 190,000 compounds, 0.2% hits;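 active means percent activity GTP binding at least 20 points away from the 100% baseline, either down as inhibitor or up as activator; inconclusive means compound flagged as likely green fluorescent from well-wide comparison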;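 further: median bead fluorescence of bound Bodipy-FL-GTP at 100 nM; 0% = excess unlabeled GTP control and 100% = no compound control; below 100% means less GTP binding so inhibitor and above means activator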
Target sequence (P60953 whole entry, looked up): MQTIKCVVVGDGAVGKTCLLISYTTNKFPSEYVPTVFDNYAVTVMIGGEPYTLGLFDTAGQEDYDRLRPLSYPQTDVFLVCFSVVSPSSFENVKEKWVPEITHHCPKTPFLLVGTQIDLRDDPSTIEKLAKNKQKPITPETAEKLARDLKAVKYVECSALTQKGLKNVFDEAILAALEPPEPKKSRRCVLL
Pf gamet viab: inhibitors of late stage P. falciparum gametocyte viability | P. falciparum stage V gametocytes, ATP luminescence, 24 h | inhibition, % at 10.9 µM | 150,000 compounds, 0.065% hits | AID 743093;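 active means inhibition above the mean plus 3 SD of compounds within the control limits, set per campaign, cut at about 38% in these data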;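 further: 0% = DMSO wells and 100% = medium only without gametocytes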
Rab2 wt GTP: changes GTP binding to wildtype dog Rab2A, up or down | P61105 | GST-Rab2 wt beads, Bodipy-GTP binding, flow cytometry | GTP binding activity, % at 10 µM | 190,000 compounds, 0.19% hits | AID 760;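 active means GTP binding activity at least 20 points away from 100%, either lowered or raised; inconclusive means signal likely due to the compound's own green fluorescence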;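 further: 0% = beads with excess unlabeled GTP and 100% = no-compound control corrected for plate trend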
HRas wt GTP: changes GTP binding to wildtype human HRas; P01112; GST-Ras wt beads, Bodipy-FL-GTP binding, flow cytometry; actives lie on both sides; GTP binding activity, % at 10 µM; 190,000 compounds, 0.14% hits; AID 759;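 active means GTP binding activity at least 20% away from the 100% baseline, either lowered as inhibitor or raised as activator; inconclusive means flagged as likely green fluorescent, judged across all proteins in the well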;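 further: 0% = unlabeled GTP competition control and 100% = no-compound control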
Target sequence (P01112 whole entry, looked up): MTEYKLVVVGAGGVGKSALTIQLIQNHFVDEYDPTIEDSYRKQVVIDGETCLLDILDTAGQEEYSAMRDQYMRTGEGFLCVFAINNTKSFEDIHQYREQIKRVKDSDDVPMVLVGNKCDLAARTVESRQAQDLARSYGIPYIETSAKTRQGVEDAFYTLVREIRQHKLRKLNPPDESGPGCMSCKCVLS
Rac1 act GTP bind: alters GTP binding to activated mutant human Rac1. P63000. GST-Rac1 activated beads, fluorescent GTP binding, flow cytometry; actives lie on both sides; 100% means binding = to untreated wells. 190,000 compounds, 0.11% hits. percent activity (GTP binding), % at 10 µM. AID 764;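 active means GTP binding at least 20 percentage points away from the 100% baseline, in either direction, so actives lie on both sides; inconclusive means Compound likely fluorescent itself, or too few beads counted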
Rab7 wt modul: alters GTP binding to wildtype dog Rab7. AID 758. 190,000 compounds, 0.055% hits. GTP binding activity (percent of control), % at 10 µM. GST-Rab7 beads, fluorescent GTP binding, flow cytometry; actives lie on both sides; untreated = 100%, excess cold GTP = 0%;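 active means fluorescent GTP binding to Rab7 beads changed by at least 20 points from the 100% baseline, either direction, mostly lower; inconclusive means compound itself probably fluorescent, or too few beads counted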;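 further: median green fluorescence of bound Bodipy-FL-GTP per Rab7 bead population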
Bim-Mcl-1: human Bim-Mcl-1 interaction inhibition. Bead-based flow cytometry, Bim peptide-Mcl-1 binding. inhibition, % at 10 µM. 190,000 compounds, 0.1% hits; in the data active means inhibition above about 40%;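 further: 0% = no compound tracer wells and 100% = peptide blocker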
Rac1 wt modul: modulators of human Rac1 wildtype GTP binding; GST-Rac1 beads, fluorescent GTP binding, flow cytometry; actives lie on both sides; 0 = cold GTP competed, 100 = untreated; GTP binding activity (% of control), % at 10 µM; 190,000 compounds, 0.27% hits; AID 757;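 active means GTP binding activity at least 20 points away from the 100% control level, either lower or higher; inconclusive means compound flagged as likely green fluorescent, judged across all proteins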
Starred values were filed as active, the others as inactive; u = inconclusive; x = not tested or not shown.

SMILES	Mcl1-Noxa inh	RGS8-Gao reg	Mcl1-Bid inh	Cdc42 wt	Pf gamet viab	Rab2 wt GTP	HRas wt GTP	Rac1 act GTP bind	Rab7 wt modul	Bim-Mcl-1	Rac1 wt modul
Cc1cccc(Cn2nc(-n3cccc3)c3c(C)cc(C)nc32)c1	1	95	-10	100	24	98	97	99	96	-3	100
CC(=O)Nc1ccc(S(=O)(=O)N2CCC(c3nc4ccccc4[nH]3)CC2)cc1	16	101	5	103	x	100	101	99	101	0	104
Cc1c(NC(=O)C(Sc2ccccc2)c2ccccc2)cccc1[N+](=O)[O-] (stereo not given)	-7	94	-21	96	-7	96	97	96	96	-2	96
Cc1ccc(C(=O)NC(=S)N2CCN(c3ccccc3F)CC2)cc1	9	97	-51	96	-25	94	97	97	89	-4	97
c1ccc(OCCCCN2CCOCC2)cc1	-11	101	-54	105	22	103	101	100	99	0	102
CCOC(=O)N1CCC(=NNc2ncc(C(F)(F)F)cc2Cl)CC1	12	104	-35	95	17	98	100	94	110	1	98
COC(=O)c1ccc(NC2CC(=O)N(c3ccccc3C)C2=O)cc1 (stereo not given)	7	92	2	103	-32	99	99	97	101	-3	102
CCCCn1cnc2sc3c(c2c1=N)CCCC3	17	99	-64	102	-7	100	99	97	101	0	99
CC(=O)Nc1cc(-c2ccccc2)nn1Cc1ccc(Cl)cc1	-9	98	3	103	x	100	101	96	97	-1	101
O=C(CNC1CCCCCC1)Nc1ccc(N2CCCC2)cc1	10	103	-18	99	x	95	97	97	96	0	99
O=C(Cn1cnc2c(nnn2Cc2ccc(F)cc2)c1=O)N1CCN(c2ccccc2)CC1	4	94	-18	105	x	101	102	103	98	0	107
CCOC(=O)c1ccccc1NC(=O)Cn1cnc2c1c(=O)n(C)c(=O)n2C	-6	7.8*	-10	107	x	103	105	97	104	-2	101
NC1=NS(=O)(=O)NC1c1ccc(Br)cc1 (stereo not given)	16	100	-27	96	7	97	96	97	96	0	97
CCOc1ccc(CN(C)CC(=O)Nc2cc(OC)c([N+](=O)[O-])cc2C)cc1	7	115	-67	102	-9	101	99	101	98	3	104
COc1ccc(C(=O)CSc2nnc(Cn3nnc4ccccc43)n2C)cc1	2	102	7	103	12	104	106	103	104	0	103
O=C1OCc2ccc(NC(=O)C3CCCCC3)cc21	10	102	-21	100	0	102	102	97	104	0	100
O=C(NC(Cc1ccccc1)C(=O)O)c1ccccc1 (stereo not given)	11	102	-5	98	16	99	100	98	96	0	98
O=C1CCCCCN1CP(=O)(O)CCc1ccccc1	10	100	8	102	-1	101	102	99	102	0	103
O=C(CSc1ncccn1)Nc1ccc(S(=O)(=O)N2CCCCC2)cc1	-3	100	-1	99	x	101	102	97	101	0	100
COc1ccccc1CN(Cc1cc2cc(C)cc(C)c2[nH]c1=O)Cc1nnnn1CC1CCCO1 (stereo not given)	1	100	6	101	-12	101	100	100	102	0	104
COc1cccc(C2c3c(oc4ccc(Cl)cc4c3=O)C(=O)N2c2cc(C)on2)c1OC (stereo not given)	14	105	-34	99	3	96	96	95	95	-2	98
COc1ccccc1CNS(=O)(=O)c1cccc(S(=O)(=O)N2CCOCC2)c1	-14	102	-10	102	x	101	102	99	98	-1	101
CCCCN(C)C(=O)c1cn(C)c2ccc(S(=O)(=O)N(C)C)cc2c1=O	2	101	-2	99	x	108	101	100	103	-3	107
CCCCCOc1ccc(NC(=O)C(=O)NCCC2=CCCCC2)cc1	24	101	5	u	x	u	u	u	u	-1	u
CN1CCN(c2nc(-c3cc4ccccc4o3)cs2)CC1	25	100	-32	100	22	100	102	102	98	-3	105

Following part:
SMILES	Mcl1-Noxa inh	RGS8-Gao reg	Mcl1-Bid inh	Cdc42 wt	Pf gamet viab	Rab2 wt GTP	HRas wt GTP	Rac1 act GTP bind	Rab7 wt modul	Bim-Mcl-1	Rac1 wt modul
S=c1[nH]c2ncccc2o1	34	99	-6	100	x	98	98	97	98	2	103
Clc1ccc(-c2cn3c(n2)CCC3)cc1	-3	107	-76	99	-15	97	101	97	98	2	99
CCOC(=O)C(CC)n1nc(C)n2c(cc3occc32)c1=O (stereo not given)	17	101	-32	100	x	97	99	99	99	-3	101
O=C(CSc1nc2ccccc2[nH]1)NCc1ccc(F)cc1	16	100	2	94	2	90	95	98	93	1	97
COc1c2c(nc3ccccc13)OC(C(C)(O)CO)C2 (stereo not given)	2	100	-8	97	-12	92	98	97	90	3	100
CC(C)NS(=O)(=O)c1ccc(NC(=S)NC(=O)c2ccc(-c3ccccc3)cc2)cc1	18	97	-42	104	15	104	104	99	105	-1	105
CN(C)c1nnnn1-c1ccc(Cl)cc1	2	99	-13	96	x	98	97	93	96	0	99
Cc1ccccc1NC(=S)Nc1ccc(Br)cc1	-3	104	-33	101	2	100	101	98	104	-4	102
Cc1n[nH]c(C)c1N=Nc1ccc(Br)cc1	9	102	8	93	20	93	93	92	94	0	93
COc1ccc(-n2nc3c(c2NC(=O)Cc2cccc(C)c2)CS(=O)C3)cc1 (stereo not given)	-15	101	-6	102	x	101	103	98	98	-3	102
CCOc1ccc(C(C)=O)cc1CSc1nnc(-c2ccncc2)n1CCOC	11	100	-25	100	-7	99	101	99	94	-1	101
CC(=O)C1=C(NC(=O)c2ccccc2F)C[C@@H]2[C@H]1C2(C)C	-17	91	-67	101	1	101	102	99	99	-5	99
CC(=O)c1cccc(NC(=O)CSc2nc(N3CCCCC3)nc(N3CCCCC3)n2)c1	6	99	-22	96	20	94	94	93	96	-1	98
CCC(C)NC(=O)CCS(=O)(=O)c1ccc2c(c1)n(C)c(=O)c(=O)n2C (stereo not given)	-6	102	-15	103	x	99	100	98	97	0	103
CC(C)c1ccc2nc(N)sc2c1	2	96	-10	98	15	100	96	98	104	1	97
Cc1ccc(-c2nnc(N3CCN(C(=O)Cn4c(=O)n(C)c5ccccc54)CC3)c3ccccc23)cc1	2	98	-7	102	-10	98	100	98	98	-1	101
O=C1NCC(CN(c2ccccc2)c2ccccc2)O1 (stereo not given)	-6	98	-14	100	-3	98	99	99	102	0	100
CCN=C1SC(C(=O)Nc2cccc(C(=O)O)c2)CC(=O)N1CC (stereo not given)	20	100	-12	108	x	104	103	100	97	2	102
Cc1sc(CO)c(Sc2ccccc2)c1C(=O)O	25	101	7	98	x	96	98	96	96	0	97
CC(=O)N1CCCc2cc(S(=O)(=O)N3CCN(c4ccccn4)CC3)ccc21	-7	99	-4	99	8	97	98	98	96	-3	103
N#Cc1cc(-c2ccccc2)nc(Oc2ccc(Cl)cc2)n1	2	96	-17	101	x	98	101	102	101	0	99
COC(=O)c1cn(CCOc2ccccc2OC)c2ccccc12	-8	98	-2	98	x	100	99	97	104	0	101
Cc1ccc(S(=O)(=O)N[C@H](C(=O)OCC(=O)N2N=C(c3ccc(Cl)cc3)CC2c2ccco2)C(C)C)cc1 (stereo not given in full)	-9	99	-20	102	8	102	103	102	101	-9	108
O=S1(=O)N=C(Nc2ccc(O)cc2)c2ccccc21	28	101	13	94	-5	95	97	94	98	1	98
Cc1ccc(Oc2c(C=O)c3ccccc3n2C)cc1	8	103	-15	99	x	101	99	96	104	0	103

(more compounds)
SMILES	Mcl1-Noxa inh	RGS8-Gao reg	Mcl1-Bid inh	Cdc42 wt	Pf gamet viab	Rab2 wt GTP	HRas wt GTP	Rac1 act GTP bind	Rab7 wt modul	Bim-Mcl-1	Rac1 wt modul
COc1ccc(N2C(=O)CC(n3cnc4ccccc43)C2=O)cc1 (stereo not given)	8	101	-20	102	-31	102	101	99	99	-4	105
CCCNC(=O)Cc1ncn[nH]1	-1	100	-21	101	-7	102	101	99	102	-6	104
COc1ccc(N/N=C(/Oc2ccc([N+](=O)[O-])cc2)C(C)=O)cc1	0	103	-14	102	-8	101	102	99	96	0	104
Cc1cc(C)c(C#N)c(N2CCC(C(N)=O)CC2)n1	6	99	-13	100	7	99	98	98	97	0	97
O=C(Nc1ccc2c(c1)CCC2)c1cccc(S(=O)(=O)N2CCN(c3ccc(F)cc3)CC2)c1	-5	94	-15	u	x	u	u	u	u	-2	u
CC(=O)NCc1nnc2c3ccccc3c(-c3ccccc3)nn12	4	101	-39	98	6	96	96	98	99	3	100
Cc1c(Cl)cccc1NC(=O)NC1CCCCC1	-17	101	-22	106	x	102	103	101	104	-6	108
CCOC(=O)c1cc2sccc2n1CC(=O)Nc1ccc2c(c1)OCCO2	8	100	-20	100	x	101	103	98	104	0	99
O=S(=O)(NCc1ccncc1)c1ccc(Br)s1	12	103	-2	96	-23	96	98	96	97	-2	96
Cc1ccc(C(C)C)c(OCCCN(C)Cc2ccccc2)c1	16	124	7	102	3	100	100	100	96	-11	101
CC(C)Oc1nnnn1-c1ccccc1	-11	99	-27	99	x	99	100	100	98	2	101
O=C(O)c1ccc2c(=O)n(-c3ccccc3F)c(=S)[nH]c2c1	22	91	-20	100	2	100	102	93	109	-2	101
CCOC(=O)C1(CCOc2ccccc2)CCN(Cc2cnc(SC)nc2)CC1	-1	100	-16	97	-5	94	98	94	101	-2	101
Cc1ccc(-n2c(SCC(N)=O)nc(O)cc2=O)cc1	-5	100	-52	103	3	100	102	100	96	-4	102
CC(=O)Nc1ccc(OCC(O)CN2CCN(c3ccc(Cl)cc3)CC2)cc1 (stereo not given)	-3	101	-25	99	-36	99	99	97	96	0	103
CC1CCCCN1Cc1nc2c(c(=O)n(C)c(=O)n2C)n1CCc1ccccc1 (stereo not given)	-3	102	-41	104	17	102	101	101	100	0	107
COc1ccccc1CNC(=O)CCN1C(=O)COc2ccc(C)cc21	4	99	-16	100	9	97	98	99	95	-2	101
Cc1ccc(-c2noc(CCC(=O)NC3CCCc4ccccc43)n2)cc1 (stereo not given)	-9	99	-20	98	-42	99	101	96	100	0	99
Fc1ccccc1CSc1nnnn1-c1ccc2c(c1)OCO2	2	100	15	97	-5	100	101	97	99	-4	103
O=C(NC1=NCCS1)c1cc(-c2ccc(-c3ccccc3)cc2)nc2ccccc12	-13	98	-11	102	-3	101	102	103	96	4	104
COc1ccc(-c2nnc(SCC(=O)N3CCOCC3)o2)cc1OC	2	102	5	103	x	100	102	99	99	-2	103
CCc1ccc(/C=C2\SC(=S)N(CCC(=O)NC3=NCCS3)C2=O)cc1	-1	100	-21	94	-14	99	94	95	96	0	94
O=C(Nc1nc2ccccc2s1)C1=NN(c2ccccc2)C(=O)CC1	8	101	-31	101	x	98	100	101	97	-4	104
CC1CCN(S(=O)(=O)c2cnc(Cl)c(Br)c2)CC1	4	104	-11	104	8	100	99	97	97	-3	106
Cc1cc(C)cc(Nc2ccc(C(=O)O)cc2N)c1	14	99	-16	103	x	100	102	101	101	-4	108
